Nrf2 inh = inhibitors of Nrf2 signaling; A549 ARE-Fluc reporter, luciferase luminescence, 18-24 h; Potency, µM (highest dose often 46 µM), inactives show top-dose activity change, negative = inhibition, usual class: inhibitors; actives 2.1% (n = 360,000); AID 504444; further: potency means the concentration at half of the fitted maximal effect; on the % scale 0 is the no-effect control and ±100 the full control effect; nearly all actives have a fitted effect of over 60% in size
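A549 ARE_Fluc cells, 5000/well, 5% FBS OPTI-MEM; compounds in dose-response, 18-24 h at 37 °C/5% CO2; CellTiter-Fluor viability read (Ex 405/Em 525), then BugLite luciferase luminescence = Nrf2 activity.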
Nrf2 activator = Nrf2 pathway activation | AREc32 ARE-luciferase reporter (MCF7-derived line), luminescence, 24 h | Potency, µM (highest dose often 46.1 µM), inactives show at the top dose activation, hits mostly activators | actives 0.31% (n = 410,000) | AID 624171; further: potency means the concentration at half of the fitted maximal effect; % of control where 0% means no effect; nearly all actives have a fitted effect of over 65% in size
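AREc32 cells carrying an ARE-driven firefly luciferase reporter were seeded at 1000 cells/well in OPTI-MEM with 5% FBS, then exposed to compound for 24 hr at 37 deg C. Luminescence was read with Steady-Glo after 30 min at RT.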
ATXN viability = cell viability loss in ATXN counter-screen; S2 cells (HEK-293 line with an ATXN2-luciferase reporter) viability, CellTiter-Fluor protease fluorescence, 24 h; Potency, µM (top dose mostly 56.7 µM), most hits filed as cytotoxic; actives 0.49% (n = 400,000); AID 651635; further: potency means the concentration at half of the fitted maximal effect; nearly all actives have a fitted effect of over 40% in size
HepG2 viability = HepG2 cytotoxicity, counter-screen for TGF-b inhibitors | HepG2 CAGA-GFP viability, ATP luminescence, 18 h | Potency, µM (top dose mostly 46.1 µM), for inactives: at the highest dose activity change, negative = cytotoxicity, usual class: cytotoxic | actives 0.76% (n = 410,000) | AID 588856; further: potency means the concentration at half of the fitted maximal effect; some results filed as inactive show a strong effect at the top dose
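HepG2 CAGA-GFP cells (1000/well, DMEM with 1% FBS) received compound, then TGF-beta at 500 pg/mL final, and were incubated 18 hours at 37 degrees C. Viability was read by CellTiter-Glo luminescence. Media-only wells were set as complete cell-killing and DMSO as no toxicity.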
ATXN2 expr inh = ATXN2 expression inhibition. Potency, µM (top dose mostly 57 µM), inactives show top-dose activity change, negative = inhibition, usual class: inhibitors. AID 1745845. actives 0.72% (n = 360,000). HEK-293 ATXN2-luciferase reporter, luminescence, 24 h; further: potency means the concentration at half of the fitted maximal effect; on the % scale 0 is the no-effect control and ±100 the full control effect; nearly all actives have a fitted effect of over 55% in size
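ATXN2-luciferase reporter cells (luciferase flanked by upstream and downstream ATXN2 gene portions) were treated 24 h at 37 °C with compounds at up to 57 uM. SteadyGlo luminescence gave expression; GF-AFC fluorescence gave viability.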
MCF10A rereplic = induces DNA re-replication in MCF 10a normal breast cells; MCF 10A DNA re-replication, Hoechst nuclear intensity, 48 h; Potency, µM (series often up to 46.1 µM), without a hit: top-dose activity, positive = re-replication, most hits filed as activators; AID 624296; actives 2.9% (n = 350,000); further: potency means the concentration at half of the fitted maximal effect; % of control where 0% means no effect; nearly all actives have a fitted effect of over 50% in size
TGFb inhibitor = blocks TGF-b signaling; HepG2 CAGA-GFP TGF-b/SMAD3 reporter, GFP fluorescence, 18 h; TGF-beta stimulated, 500 pg/mL final; actives 1.2% (n = 410,000); Potency, µM (top dose mostly 46.1 µM), inactives show top-dose activity, negative = inhibition, hits mostly inhibitors; AID 588855; further: potency means the concentration at half of the fitted maximal effect; on the % scale 0 is the no-effect control and ±100 the full control effect; nearly all actives have a fitted effect of over 65% in size
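Cell-based qHTS in HEPG2 carrying a CAGA-GFP Smad reporter; compounds added before 500 pg/mL final TGF-beta, 18 h incubation at 37 degrees C, GFP fluorescence quantified per cell by imaging cytometry.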
A549 tox = kills or reduces viability of A549 cells in Nrf2 counter-screen. A549 ARE-Fluc cells, CellTiter-Fluor viability, 18-24 h. Potency, µM (series often up to 46 µM), inactives show at the highest dose activity change, negative = cytotoxicity, hits mostly inhibitors. actives 0.16% (n = 390,000). AID 504648; further: potency means the concentration at half of the fitted maximal effect; on the % scale 0 is the no-effect control and ±100 the full control effect
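A549 ARE-Fluc cells in 5% FBS OPTI-MEM, 5000 cells/well, rested 2 h then exposed to compounds in concentration-response for 18-24 h at 37 °C. Viability by CellTiter-Fluor fluorescence (Ex 405/Em 525) after 30 min; luciferase luminescence (BugLite, 15 min, RT) read afterwards.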
IL1B secr inh = blocks inflammasome-driven IL-1 beta release; actives 4.7% (n = 360,000); activity change, % at 57.5 µM; THP-1 LPS/ATP IL-1B secretion, AlphaLISA, 16 h; stronger effect = lower value; in the data active means activity change below about -50%; inconclusive means mostly about -30% to -49%; further: on the % scale 0 is the no-effect control and ±100 the full control effect
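THP-1 cells pretreated 1 hr with compounds (up to 57.5 uM final), then stimulated with LPS (250 ng/mL final) plus ATP (1.25 mM final); secreted IL-1B measured by AlphaLISA after 16 hr, decreased signal indicating inhibition.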
* marks the source's active call; other numbers are inactive results; i = inactive; ? = inconclusive; · = no result given; & = joins results of further samples; [ ] = remark or other dose. Unless noted, the call rests on the fitted dose curve; in most records, active means well fitted curve in the direction sought with a large enough effect; inconclusive means small, poorly fitted or top-dose-only effect, or another doubt; inactive means no such curve, though single readings can be large; an effect the other way counts as inactive or inconclusive.

mol	Nrf2 inh	Nrf2 activator	ATXN viability	HepG2 viability	ATXN2 expr inh	MCF10A rereplic	TGFb inhibitor	A549 tox	IL1B secr inh
CC/C=C\[C@H](O)[C@H](O)C1=C(C)C(=O)[C@]2(O1)C(=O)N[C@@](OC)(C(=O)c1ccccc1)C2O (stereo not given in full)	-9%	8.3%	i	-6%	2%	-4%	-13%	7%	-7
COc1ccc(NC(=O)CCCCCN2C(=O)c3cccc([N+](=O)[O-])c3C2=O)c(OC)c1	-26%	0.3%	i	10%	·	-6%	2%	-16%	24
O=C(O)C1CC=CCC1C(=O)N1CC=C(c2ccccc2)CC1 (stereo not given)	6%	0.2%	i	-4%	-2%[11.3 µM]	0%	-9%	-1%	28
N#Cc1ccccc1Cn1cc(/C=C/[N+](=O)[O-])c2ccccc21	?	-3.4%	·	7.1µM*	?	4.1µM*	4.5µM*	23µM*	-100*
CC(C)n1nc(C(=O)Nc2cccc(S(=O)(=O)N3CCCCC3)c2)c2ccccc2c1=O	?	-1.6%	i	-6%	0%	4%	6%	-9%	0
CCc1ccc(NC(=O)Cn2c(=O)n(Cc3ccco3)c(=O)c3cccnc32)cc1	16%	-0.4%	i	-14%	-4%	·	8%	2%	·
Cc1ccc(/C=N/NC(=O)CNC(=O)c2cccs2)cc1	5%	-0.7%	i	-1%	9%	4%	0%	-3%	7
COc1ccc(C(=O)/C(=C\c2ccco2)N2C=CC=CC2=C(C#N)C#N)cc1	?	?	·	-50%	14µM*	1.3µM*	3.5µM*	18µM*	-96*
COc1cc(/C=N/NC(=O)c2cccc(S(=O)(=O)N3CCCC3)c2)ccc1O	-1%	-0.6%	i	0%	8%	-1%	20%	2%	16
O=C(Nc1ccc2c(c1)OCCO2)C1CCN(S(=O)(=O)c2ccccc2)CC1	?	0.2%	i	-5%	-7%	?	-4%	3%	2
CCNC(=O)CC1C(=O)N(c2ccc(C)cc2)C(=O)N1CCC(C)C (stereo not given)	2%&-2%	0.3%&-0.6%	?	0%&-20%	2%&-5%	-8%	-22%&0%	-6%&-2%	14
CCC/C=C/c1ccc(CN2C(CC(C)C)C(=O)N(Cc3cn(Cc4ccco4)nn3)CCS2(=O)=O)cc1 (stereo not given)	·	-2.5%	?	-88%	?	·	16µM*	·	-62*
O=C(O)CN1C(=O)C2(OCCCO2)c2ccccc21	-17%	-0.6%	i	-5%	8%	5%	-15%	2%	5
CCOC(=O)c1cnc(SCC(=O)c2ccccc2)nc1N	?	3.6%	?	-18%	17%	0%	11%	·	10
CN(CC(=O)Nc1ccncc1)S(=O)(=O)c1ccc(Cl)cc1	·	-0.8%	i	-2%	-17%	-4%	4%	-2%	15
CCCCn1nnnc1C(C1CC1)N1CCN(C/C=C/c2ccccc2)CC1 (stereo not given)	·	3.4%	i	-5%	-17%	·	?	·	-20
CC1CCCN(Cc2c(O)ccc3c2O/C(=C\c2ccco2)C3=O)C1 (stereo not given)	0%	18%	·	16%	-2%	5%	22%	-15%	-2
O=C(C1CCC1)N1CCc2cc(S(=O)(=O)N3CCN(c4ccccc4)CC3)ccc21	-13%	0.4%	i	4%	12%	·	-7%	-3%	·
CCN(CC)C(=O)c1csc([C@H]2C[C@H](O)[C@@H](CO)O2)n1	·	-1.2%	i	-15%	2%	·	5%	·	3
O=C(NCc1ccc(Cl)cc1)C(=O)c1c[nH]c2ccccc12	15%	-0.4%	i	-46%	-3%	11%	?	4%	8
CCOC(=O)N=S(=O)(Oc1ccc([N+](=O)[O-])cc1)c1ccccc1 (stereo not given)	3%	-0.8%	i	-22%	-15%	6%	12%	-18%	5
COc1cc(COCC(O)CN2CCCCC2C)cc(OC)c1OC (stereo not given)	2%	0.4%	i	-10%	-4%	9%	-10%	0%	-11
CC(/C=C1\SC(=S)N(CC(=O)N2CCN(c3ccccc3)CC2)C1=O)=C\c1ccccc1	3%	3.8%	i	-11%	-4%	-2%	8%	3%	-5
Cc1ccc(C2CC(=O)n3nc(-c4ccc(F)cc4)nc3S2)cc1 (stereo not given)	3%	-0.2%	i	5%	-4%	·	0%	-3%	·
CCOC(=O)c1sc2ccccc2c1S(=O)(=O)Nc1ccc(OC)c(Cl)c1	12%	7.0%	i	-38%	-5%	·	?	11%	·
O=C(Nc1ccc2ccccc2n1)c1ccccc1Cl	?	?	i	-31%	6%	-1%	-5%	-1%	0
CCOc1ccc(C(=O)OC(C)C(=O)N2CCN(Cc3ccccc3)CC2)cc1 (stereo not given)	-3%	2.6%	i	1%	-16%	0%	-6%	6%	-7
N#Cc1ccccc1Sc1ccccc1C(=O)N1CCOCC1	?	-0.7%	i	27%	-10%	-1%	26%	-4%	10
COc1cc(NS(=O)(=O)c2ccc3[nH]c(=O)oc3c2)cc(OC)c1	-5%	0.2%	i	-4%	-14%	2%	-1%	1%	20
O=C(CN1C(=O)COc2ccccc21)NCC1CCCO1 (stereo not given)	-26%	-0.3%	i	-10%	6%	23%	-6%	1%	15
COC(=O)c1ccc(C(=O)OC)c(NC(=S)N2CCN(c3ccccc3F)CC2)c1	0%	-0.9%	·	10%	-29%	0%	9%	5%	21
CC1CCCCN1C(=O)C(=O)c1cn(CC(=O)N2CCCCCC2)c2ccccc12 (stereo not given)	14%	-0.5%	i	-8%	-19%	7%	-8%	-9%	-6
COc1ccc(C)cc1NC(=O)N1CC(C)Sc2ccccc21 (stereo not given)	-7%	0.6%	·	-21%	·	·	0%	2%	·
Cc1ccc(SC(C)C(=O)Nc2cccc(N(C)S(C)(=O)=O)c2)cc1 (stereo not given)	-11%	-0.3%	i	-27%	-10%	0%	-1%	19%	44
CCc1ccc(OCCCC(=O)Nc2nnc(C3CCCO3)s2)cc1 (stereo not given)	13%	-0.1%	i	-25%	-8%	-1%	3%	16%	15
CCOc1cccc(/C(O)=C2/C(=O)C(=O)N(Cc3ccco3)C2c2ccncc2)c1 (stereo not given)	7%	-0.6%	i	-4%	-5%	-5%	-2%	-8%	0
CCCCN(Cc1cccs1)S(=O)(=O)c1csc(C(N)=O)c1	1%	0.2%	i	-24%	·	6%	-2%	-6%	26
COc1cc2c(Cc3ccccc3)cncc2cc1O	4%	2.7%	i	-26%	7%	24%	13%	-1%	34
CN(c1ccccc1)S(=O)(=O)c1cccc(NC(=O)CSc2nnc(C3CC3)n2C)c1	?	1.6%	i	2%	-8%	-6%	-6%	2%	16
CN(C)N=C1c2cc(S(=O)(=O)N(C)C)ccc2-c2ccc(S(=O)(=O)N(C)C)cc21	-20%	-0.1%	i	-24%	-5%	16%	1%	-7%	9
Cn1nnnc1NN=Cc1ccccc1	·	2.9%	i	-2%	·	·	-2%	·	-16
CCOc1ccc2[nH]c(=O)c(=O)[nH]c2c1	·	0.5%	i	13%	-3%	-2%	?	-2%	17
COC(=O)c1cc(C)nc(Sc2ccccc2NC(C)=O)n1	4%	0.5%	?	-1%	-22%	-2%	8%	-10%	11
CN1C(=O)c2cccc3c(S(=O)(=O)Nc4ccccn4)ccc1c23	?	20%	i	-24%	94%[activator]	?	-4%	-2%	68
Nc1ccc(CCc2nc3ccccc3o2)cc1	?	-1.1%	i	-7%	-21%	0%	-20%	1%[1.84 µM]	6
O=C1NC2(C=Cc3c(ccc4ccccc34)O2)Oc2ccccc21 (stereo not given)	?	5.3%	?	-25%	-27%	?	-1%	?	-5
COc1cccc(/C=C/C(=O)OCC(=O)Nc2cccc(S(=O)(=O)N3CCOCC3)c2)c1OC	-3%	2.5%	i	0%	-23%	8%	-5%	-1%	-13
CC(C)(C)c1ccc(OCCC(=O)Nc2ccc(N3CCOCC3)cc2N2CCOCC2)cc1	?	7.8%	?	-2%	-8%	?	?	-19%	-51*
CC(=O)c1ccc(Sc2ccccc2)c([N+](=O)[O-])c1	1%	2.2%	i	-8%	2%	?	17%	0%	26
COc1ccc(-c2cc3nc(C)c(CCC(=O)NCCc4ccc(Cl)cc4)c(C)n3n2)c(OC)c1	?	-0.1%	i	-3%	1%	·	-3%	?	·
Cc1cc(C)c(S(=O)(=O)N2CCN(c3ccc([N+](=O)[O-])c(NCc4ccco4)c3)CC2)c(C)c1	6%	-0.4%	i	-9%	0%	10%	-12%	-10%	19
CCn1cc(CN2CCC(C(=O)Nc3cccc(-c4cccc(OC)c4)c3)CC2)cn1	-16%	0.6%	i	0%	-12%	5%	14%	-13%	-6
COCCCN(C(=O)c1ccccc1F)c1nc(-c2ccc(OC)cc2)cs1	-11%	2.3%	i	-6%	-32%	?	-14%	7%	-17
COc1cc2c(cc1OC(C)=O)CCCCC2=O	0%	0.1%	i	-16%	-18%	-7%	-1%	15%	0
CCN(c1cccc(C)c1)S(=O)(=O)c1ccc(N2CCCCS2(=O)=O)cc1	·	0.0%	i	-13%	5%	·	?	7%	·
CCN1CCCC1CNC(=O)c1ccc2c(c1)NC(=O)/C(=C\c1ccccc1F)S2 (stereo not given)	·	-5.7%	?	16µM*	·	·	?	·	-14
CCNC(=S)N/N=C(\C)c1ccc(N2CCOCC2)cc1	-7%	-0.1%	i	-6%	-3%	9%	-14%	-1%	-9
